Bioassay records deposited in PubChem by several laboratories.
Dyrk1A ADPGlo – inhibitors of rat Dyrk1A kinase. Q63470. ADP-Glo luminescence, NFATc1 peptide. inhibition, % at 12.5 µM. 310,000 tested, 0.43% active. AID 504441; in the data active = inhibition above about 50%;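 note: plate controls were vehicle with enzyme for no effect and no enzyme for full effect; many of its hits are not listed in these tables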
TRPC4 PAM – allosterically enhances the mouse TRPC4 cation channel; Q9QUQ5; HEK293 TRPC4beta/mu-opioid, DAMGO EC20, Fluo-4 Ca2+ flux; active compounds read high; B-score at 10 µM; 310,000 tested, 0.42% active; AID 2227;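 active = B-score of calcium response area above 5 SD of library B-scores, with initial fluorescence ratio within 5 SD of library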;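 note: B-score of integrated fluorescence ratio over time as area under calcium response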
PolyA inh – yeast polyadenylation inhibition | S. cerevisiae SKY197-pL101 polyadenylation reporter, beta-gal luminescence; efflux-impaired pdr1/pdr3 knockout yeast; score 100 = 6 SD above DMSO | calls only at 12 µM | 300,000 tested, 0.02% active | AID 1875;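 active = lowest replicate activity score at least 50, where 100 means six control SD above control mean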;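 note: yeast exposed to compound for 9 h at 30 °C; higher score means more reporter readthrough which indicates perturbed polyadenylation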
KCNK3 inh – human KCNK3 channel inhibition, primary screen | CHO-KCNK3 thallium flux, FluxOR fluorescence; active compounds read low | O14649 | B-score at 10 µM | 340,000 tested, 0.84% active;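 active = B-score under library mean minus 4 SD, starting fluorescence ratio at most library mean plus 5 SD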;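 note: more negative B-score means stronger inhibition of thallium flux through KCNK3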
TRPC4 inh – TRPC4 (mouse) channel inhibition | Q9QUQ5 | HEK293 TRPC4beta/mu-opioid, DAMGO-evoked Fluo4 calcium flux; active compounds read low | B-score at 10 µM | 300,000 tested, 0.39% active;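 active = B-score over 3 SD under the library average, no early fluorescence shift, positive overall ratio signal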
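test system = HEK293 cells with stable TRPC4beta plus mu-opioid receptor expression | detection = Fluo4 Ca2+ flux fluorescence | read-out = integrated fluorescence ratio relative to baseline, converted to per-well B score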
KCNQ1 pot – human KCNQ1 channel potentiation or activation. AID 2648. CHO-K1 KCNQ1, thallium flux FluxOR fluorescence; active compounds read high. B-score at 10 µM. 310,000 tested, 0.35% active;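 active = fluorescence ratio B-score, a plate-corrected score, at least three library SD, with initial intensity B-score within 5 SD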
Target sequence (P51787 whole entry, looked up): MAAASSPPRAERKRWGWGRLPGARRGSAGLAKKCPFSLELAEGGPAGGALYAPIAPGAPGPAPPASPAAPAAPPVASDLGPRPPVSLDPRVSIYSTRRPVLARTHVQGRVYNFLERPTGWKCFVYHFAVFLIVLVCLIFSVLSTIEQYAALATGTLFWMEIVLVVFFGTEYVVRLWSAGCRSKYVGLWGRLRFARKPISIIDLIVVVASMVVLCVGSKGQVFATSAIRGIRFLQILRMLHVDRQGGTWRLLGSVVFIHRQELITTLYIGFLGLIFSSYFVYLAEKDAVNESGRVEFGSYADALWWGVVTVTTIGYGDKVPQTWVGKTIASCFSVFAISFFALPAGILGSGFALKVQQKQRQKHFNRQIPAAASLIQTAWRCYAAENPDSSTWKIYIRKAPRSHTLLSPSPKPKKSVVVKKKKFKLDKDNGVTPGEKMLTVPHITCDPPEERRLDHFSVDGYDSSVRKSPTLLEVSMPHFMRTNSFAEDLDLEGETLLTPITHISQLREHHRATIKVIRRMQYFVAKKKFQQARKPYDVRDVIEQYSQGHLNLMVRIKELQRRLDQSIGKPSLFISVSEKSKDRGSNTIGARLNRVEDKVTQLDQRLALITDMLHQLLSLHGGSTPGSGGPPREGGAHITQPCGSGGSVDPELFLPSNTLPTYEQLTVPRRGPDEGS
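Schedule – 37 °C overnight plating, 90-min dark dye load, 20-min compound pretreatment · System – stable KCNQ1 CHO-K1 line · Probe or stimulus – thallium- and potassium-containing depolarizing buffer · Measured by – kinetic FluxOR fluorescence, 10 s baseline plus 110 s post-stimulus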
TRPC4 act – opens the mouse TRPC4 cation channel; Q9QUQ5; HEK293 TRPC4beta/mu-opioid, Fluo4 calcium fluorescence; active compounds read high; B-score at 10 µM; 310,000 tested, 0.49% active; AID 2237;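 active = B-score above 5 SD of library B-scores, and initial fluorescence ratio not above library mean plus 5 SD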;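 note: positive B-score marks a calcium rise read as TRPC4 activation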
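Material: TRPC4beta and mu-opioid receptor HEK293 stable cells | Incubation: 45 min room-temperature Fluo4 loading, 110 s read | Detection: Kinetic Fluo4 calcium fluorescence | Measure: Integrated baseline-normalised fluorescence ratio, converted to per-well B score | Benchmarks: Low control buffer alone, high control maximal DAMGO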
KCNQ1 inh – inhibitors of human KCNQ1 potassium channel; AID 2642; B-score at 10 µM; 310,000 tested, 1.3% active; CHO-K1 KCNQ1, FluxOR thallium flux fluorescence; active compounds read high; P51787;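 active = compounds whose thallium flux B-score, printed positive for inhibition, exceeds three library SD while starting fluorescence stays within three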;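 note: channel opened by potassium depolarization with thallium stimulus after 20 min compound exposure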
KCNK9 inh – inhibitors of human KCNK9 two-pore domain potassium channel | 310,000 tested, 1.2% active | Q9NPC2 | HEK293 KCNK9, FluxOR thallium flux fluorescence; active compounds read low | AID 488922 | B-score at 10 µM;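 active = ratio B-score over 3 SD below the library mean, with starting fluorescence within 5 SD of its mean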;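 note: negative B-score means less thallium flux so channel inhibition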
Target sequence (Q9NPC2 whole entry, looked up, the tested form may be a part): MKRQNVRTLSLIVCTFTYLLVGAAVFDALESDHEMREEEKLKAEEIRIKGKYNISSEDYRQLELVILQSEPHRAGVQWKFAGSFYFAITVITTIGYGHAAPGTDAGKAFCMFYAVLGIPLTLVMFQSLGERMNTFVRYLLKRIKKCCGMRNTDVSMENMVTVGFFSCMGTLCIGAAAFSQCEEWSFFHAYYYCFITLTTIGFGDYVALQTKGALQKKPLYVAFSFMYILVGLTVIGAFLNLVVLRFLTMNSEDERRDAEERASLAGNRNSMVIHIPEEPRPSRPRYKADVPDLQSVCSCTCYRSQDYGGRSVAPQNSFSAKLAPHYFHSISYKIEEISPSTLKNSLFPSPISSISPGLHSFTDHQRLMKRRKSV
Platelet DG rel – platelet dense granule release activity; human platelet-rich plasma, SFLLRN dense granule ATP release, luminescence; inhibition, %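 (compounds screened at 7.5 µM in platelet-rich plasma)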; 300,000 tested, 0.22% active;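 active = mean replicate score, as percent of positive control, at or above 50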
hERG rescue – shields human hERG channel from block by proarrhythmic agents; CHO-hERG, FluxOR thallium flux, dofetilide IC70 present; Q12809; activation (rescue from dofetilide block), less the hit threshold, % at 10 µM; 310,000 tested, 0.51% active; AID 1511;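 active = activation above the mean of controls blocked by dofetilide plus 5 SD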;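 note: thallium influx through hERG after potassium depolarization seen as dye fluorescence rise; in these data hits start at about 4.7%; inactives centre near -7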
The depositor's hits bear a star; i = inactive; x = no result given; & = joins results of further samples. The list is partial; count on the stated rates, not on these rows.

Compound,Dyrk1A ADPGlo,TRPC4 PAM,PolyA inh,KCNK3 inh,TRPC4 inh,KCNQ1 pot,TRPC4 act,KCNQ1 inh,KCNK9 inh,Platelet DG rel,hERG rescue
CCc1cc(Cl)c(OC)c(C(=O)NC[C@@H]2CCCN2CC)c1O,-0.9&2.1,i,i,i,i,i,70*,i,i,-1.2,-8.0
CC(=O)Nc1nc2c(s1)CCc1ccccc1-2,20.0,i,i,i,i,i,i,i,i,-0.1,-5.7
Nc1nc2c(s1)CCc1ccccc1-2,6.0,i,i,i,i,i,i,i,i,-3.7,-1.9
O=C(COc1ccc2ccccc2c1Br)Nn1cnnc1,6.1,i,i,i,i,i,i,i,i,-38.4,-10.3
Cc1ccc(S(=O)(=O)N2CCC(C(=O)Nc3ccc(S(=O)(=O)N4CCCC4)cc3)CC2)cc1C,3.4,i,i,i,i,i,i,i,i,0.0,-16.8
CCCC[C@H]1COCCS(=O)(=O)N1Cc1ccc(F)cc1,-7.4,i,i,i,i,i,i,i,i,-1.6,-9.3
Cc1ccc(C(=O)N2CCCC(C(=O)c3ccc(Cl)cc3C)C2)cn1 (configuration not stated),-0.6,i,i,i,i,i,i,i,i,-5.7,-3.7
CC(=O)OCC(OC(C)=O)C(OC(C)=O)C(OC(C)=O)C(=O)Nc1ccc(C)cc1 (configuration not stated),1.0,i,i,i,i,i,i,i,i,-0.9,-11.9
COc1ccc(NC(=S)NC(C)C(c2ccccc2)N2CCOCC2)cc1 (configuration not stated),1.9,i,i,i,i,i,i,i,i,2.9,-5.8
Cc1cccc2sc(N(CCN3CCOCC3)C(=O)CCS(=O)(=O)c3ccccc3)nc12,7.1,i,i,i,i,i,i,i,i,7.5,-15.7
COc1cc(C(=O)N/N=C/C2CC=CCC2)cc(OC)c1OC (configuration not stated),-14.2,i,i,i,i,i,i,i,i,-3.2,-3.3
CCC1=NN(C(=O)c2ccc(Cl)cc2)C(O)(c2ccccc2)C1 (configuration not stated),9.9,i,i,i,i,i,i,i,i,-1.8,2.2
COc1ccc(S(=O)(=O)Oc2ccc(C(=S)N3CCOCC3)cc2OC)cc1,15.1,i,i,i,i,i,i,i,i,7.7,-8.0
CCOCCCNC(=O)C1(O)c2cc(Br)ccc2NC(=O)N1c1ccc(OCC)cc1 (configuration not stated),3.2,i,i,i,i,i,i,i,i,-0.5,-6.6
O=C(CCCl)Nc1cc(SCCO)cc([N+](=O)[O-])c1,4.0,i,i,i,i,i,i,i,i,9.8,-12.2
CN(C)c1ccc(/C=N/N(CCC(=O)NC(C)(C)C)C2=NS(=O)(=O)c3ccccc32)cc1,-3.9,i,i,i,i,i,i,i,i,-1.8,-9.2
CCN1CCN(CCc2nc3cc(NC(=O)COc4ccc(Cl)cc4)ccc3n2C)CC1,-3.6,i,i,i,i,i,i,i,i,29.7,-5.2
COc1ccc(C(=O)CCC(C)(C)[N+](=O)[O-])cc1OC,x,i,i,i,i,i,i,i,i,4.4,-5.5
Cc1cc(NC(=O)c2ccc(NC(=O)c3cccs3)cc2)no1,-2.7,i,i,i,x,i,i,i,i,6.9,-10.0
C=Cc1cccc(NC(=O)c2ccc(NC(=O)c3ccco3)cc2)c1,0.2,i,i,i,i,i,i,i,i,12.4,-17.3

2 neighbouring records from above:
Compound,Dyrk1A ADPGlo,TRPC4 PAM,PolyA inh,KCNK3 inh,TRPC4 inh,KCNQ1 pot,TRPC4 act,KCNQ1 inh,KCNK9 inh,Platelet DG rel,hERG rescue
Cc1cc(NC(=O)c2ccc(NC(=O)c3cccs3)cc2)no1,-2.7,i,i,i,x,i,i,i,i,6.9,-10.0
C=Cc1cccc(NC(=O)c2ccc(NC(=O)c3ccco3)cc2)c1,0.2,i,i,i,i,i,i,i,i,12.4,-17.3

Carrying on.
Compound,Dyrk1A ADPGlo,TRPC4 PAM,PolyA inh,KCNK3 inh,TRPC4 inh,KCNQ1 pot,TRPC4 act,KCNQ1 inh,KCNK9 inh,Platelet DG rel,hERG rescue
O=C(NC(Cc1ccccc1)C(=O)O)/C(=C\c1ccc(F)cc1)NC(=O)c1ccccc1 (configuration not stated),5.2,i,i,i,i,i,i,i,i,-4.6,-2.5
O=C(O/N=C1\CCS(=O)(=O)c2sccc21)C1CC1,13.7,i,i,i,i,i,i,i,i,2.6,5.0*
COc1ccccc1C(=O)NCC(=O)OCC(=O)c1ccc(Cl)s1,7.4,i,i,i,i,i,i,i,i,7.2,-14.4
COc1ccc(C(=O)N(CCc2ccccc2)Cc2ccccc2)cc1S(=O)(=O)N1CCOCC1,-3.0,i,i,i,i,i,i,i,i,9.2,-12.7
C=CCn1c(=O)c2ccccc2n2c(SCC(=O)/C(C#N)=C(\C)N)nnc12,1.8&-0.3,i,i,i,i,i,i,i,i,33.6,-7.9
CCC(=O)Nc1ccc(NC(=O)c2ccco2)cc1,1.4,i,i,i,i,i,i,i,i,-3.3,-8.2
COc1ccc(S(=O)(=O)N2CCCCC2)cc1NC(=O)CCNC(=O)c1ccc(Br)cc1,-2.9,i,i,i,i,i,i,i,i,4.7,-12.2
CC1(C)CC(=O)C(C=Nc2ccccc2)=C(O)C1,-3.6,i,x,i,i,i,i,i,i,10.4,-6.4
CC1CCc2c(nc3ncnn3c2N2CC(C)OC(C)C2)C1 (configuration not stated),4.7,i,i,i,i,i,i,i,i,2.1,-6.1
CCCN(CCC)Cc1c(C(=O)N/N=C/C(C)=C\c2ccco2)nnn1-c1nonc1N,-0.5,i,i,i,i,16*,i,i,i,-10.5,-13.7
Cn1c(CCNC(=O)c2ccco2)nc2cc(NC(=O)C3CCCCC3)ccc21,-3.3,i,i,i,i,i,i,i,i,-2.7,-11.6
CCC(=O)Nc1nc(-c2ccccc2)nc(SC)c1C(C)=O,-2.4,i,i,i,i,i,i,i,i,-8.5,-7.3
Cc1ccc(CSc2nnc(NC(=O)C3COc4ccccc4O3)s2)cc1 (configuration not stated),1.8,i,i,i,i,i,i,i,i,3.3,-8.2
Cc1ccc(S(=O)(=O)NC(=O)N(C)C2CCCCC2)cc1,x,i,i,i,i,i,i,i,i,14.7,-4.4
CCCc1nnc(NC(=O)c2cc3ccccc3oc2=O)s1,3.6,i,x,i,i,i,i,i,i,0.5,-5.3
Cc1cnc(Sc2ncccc2[N+](=O)[O-])nc1,1.1,i,i,i,i,i,i,i,i,9.2,-11.4
Cc1ccc(N=Nc2c(N)nn(-c3ccccc3)c2N)cc1,-6.9,i,i,i,i,i,i,i,i,9.1,-9.5
O=C(CC1(C(F)(F)F)OCCO1)Nc1ccc2c(c1)OCO2,-5.4,i,i,i,i,i,i,i,i,8.8,-4.7
CS(=O)(=O)c1ccc2nc(NC(=O)CS(=O)(=O)Cc3ccccc3)sc2c1,11.9,i,i,i,i,i,i,i,i,1.0,-3.2
COc1ccc2nc(SCC(=O)NC3CCCC3)c(C)cc2c1,2.0,i,i,i,i,i,i,i,i,10.0,-6.7
Cc1ccc2nc(N/N=C/c3ccccc3C#N)nc(-c3ccccc3)c2c1,25.2,i,i,i,i,i,i,i,i,-1.4,-29.9
CCOC(=O)C1=C(C)NC2=C(C(=O)CCC2)C1c1ccc(O)c(OCC)c1 (configuration not stated),-11.2,i,i,i,i,i,i,i,i,13.6,-5.0
COc1ccc2[nH]c(=O)c(CN(C)C(=O)c3cccs3)cc2c1,2.2,i,i,i,i,i,i,i,i,2.4,-12.4
COc1ccc2c(c1)C(SCC(=O)NCCc1ccccc1)CC(C)(C)O2 (configuration not stated),19.7,i,i,i,i,i,i,i,i,-1.2,-9.5
CCSc1nnc(Nc2ccccc2)s1,0.4,i,i,i,i,i,i,i,i,-3.7,-0.7
OCC1(Cc2ccccc2Cl)CCN(C/C=C/c2ccccc2)CC1,9.0,i,i,i,i,i,i,i,i,-2.3,-19.5
CC1Oc2ccccc2N(CC(=O)N2CCCC2)C1=O (configuration not stated),0.1,i,i,i,i,i,i,i,i,-9.0,-5.8
CCOc1ccccc1CNc1ccc(N2CCOCC2)c(C(=O)O)c1,-0.6,i,i,i,i,i,i,i,i,1.0,-8.5
Nc1ccc(Cl)cc1C(=O)OCC(=O)NC1CCS(=O)(=O)C1 (configuration not stated),-1.4,i,i,i,i,i,i,i,i,6.8,-11.6
COc1ccc(CNc2cc(C)cc(C)c2)cc1OC,x,i,i,x,i,i,i,i,i,18.3,-8.7
Cc1ccc(-c2cnc(NCc3cc4c(cc3[N+](=O)[O-])OCO4)n2C)cc1C,1.0,i,i,i,i,i,i,i,i,16.6,-41.2
N=c1oc2ccccc2cc1C(=O)NCc1ccccc1,4.4,i,i,i,i,i,i,i,i,26.2,-3.2
COc1ccc(/C=C2\SC(=N)N(c3ccc(F)cc3)C2=O)cc1OC,0.8,i,i,i,i,i,i,i,i,11.8,-9.3
Cc1cc2c(cc(C(=O)OC(C(=O)NCc3ccco3)C(C)C)n2C)o1 (configuration not stated),3.7,i,i,i,i,i,i,i,i,1.3,2.9
O=S(=O)(c1ccc(S(=O)(=O)N2CCC3(CC2)OCCO3)cc1)N1CCCC1,-1.7,i,i,i,i,i,i,i,i,0.3,-6.6
O=C(O)CCCC(=O)N1CCCC1,-2.9,i,i,i,i,i,i,i,i,-3.1,-10.4
CC(=O)N1CCN(c2ccccc2NC(=O)COc2ccc(Cl)cc2Cl)CC1,19.4,i,i,i,i,i,i,i,i,2.1,-7.4
Oc1ccccc1C1=Nc2ccccc2N=C(c2ccco2)C1,1.6,i,i,i,i,i,i,i,i,-8.1,-2.0
COC(=O)c1[nH]c2ccccc2c1NC(=O)CN1CCN(c2cccc(OC)c2)C(C)C1 (configuration not stated),3.7,i,i,i,i,i,i,i,i,2.8,-6.5
C=CCn1c(SCCN2CCCC2)nc2c([nH]c3ccccc32)c1=O,6.2,17*,i,i,i,i,i,i,i,-0.6,-10.7
Cc1ccc2c(CC(=O)OCc3cc(=O)n4c(n3)sc3ccccc34)coc2c1,-6.2,i,i,i,i,i,i,i,i,9.5,-6.5
CCSc1nc(C)cc(Oc2ccc(=O)n(C)n2)n1,-1.1,i,i,i,i,i,i,i,i,3.9,-15.3
COC(=O)c1sc2nc3c(cc2c1N)CCCC3,x,i,i,i,i,i,i,i,i,1.2,-19.3
